Source: PubChem BioAssay (several laboratories)
NS5 inhibitors – Dengue-2 NS5 methyltransferase inhibitors, primary screen, biochemical, confirmation dose response (AID 588689); Dengue-2 NS5 methyltransferase capping enzyme assay, biochemical; higher % means a stronger effect; inhibition, % at 25 µM; hits with a dose series show IC50 in µM; hit rate 0.3% among 340,000; in the data active = a potency from the dose series; inconclusive = inhibition above about 29% without an active follow-up result
RSV antiviral HEp-2 – RSV antiviral activity via CPE protection, HEp-2 cells, primary 10 µM value included (AID 2391); HEp-2 cells, RSV-induced CPE inhibition; higher % means a stronger effect; CPE inhibition, % at 10 µM, or IC50 in µM where a hit was titrated; hit rate 0.13% among 310,000; in the data active = a potency from the dose series; inconclusive = CPE inhibition mostly from about 23% at the one dose, without a potency; inactive = the rest, 99 in 100 with CPE inhibition below about 21%; also: strong numbers were not always called active
MgcRacGAP inhibition – MgcRacGAP GTPase-activating activity inhibitors, confirmation, biochemical, ADP Hunter fluorescence | hit rate 0.6% among 340,000 | MgcRacGAP-stimulated Rac1 GTP hydrolysis, ADP Hunter fluorescence; higher % means a stronger effect; GST-tagged Rac1 F28L mutant substrate | inhibition, % at 30 µM, or IC50 in µM where a hit was titrated | AID 624330;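 active = first-screen hits whose inhibition reached a set limit at any dose in the follow-up dose series; inconclusive = inhibition above the set first-screen limit but never retested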;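 also: fluorescence reports GDP produced by GAP-driven GTP hydrolysis; strong numbers were not always called active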
GPR35 antagonists – GPR35 antagonists blocking zaprinast-driven arrestin recruitment, primary screen, imaging, U2OS, beta-arrestin-GFP, zaprinast agonist (AID 2058) | U2OS GPR35 beta-arrestin-GFP translocation imaging, zaprinast antagonism; higher % means a stronger effect | inhibition, % at 10 µM; hits with a dose series show IC50 in µM | hit rate 0.052% among 290,000;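 active = inhibition of at least 50% with at least 30 cells and total cytoplasm GFP at most 10,000,000; inconclusive = under 30 cells or total GFP of 10,000,000 plus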
West Nile antiviral – West Nile virus antiviral activity, cell-based, CPE readout (AID 1621). West Nile virus-infected cells, CPE inhibition; higher % means a stronger effect. CPE inhibition, % at 10 µM, or IC50 in µM where a hit was titrated. hit rate 0.02% among 290,000; in the data active = a potency from the dose series; inconclusive = CPE inhibition mostly from about 3.7% at the one dose, without a potency; inactive = the rest, 99 in 100 with CPE inhibition below about 2.2%; also: strong numbers were not always called active
Large T inhibition – SV40 large T antigen inhibitors, biochemical (AID 1903); SV40 large T antigen ATPase/helicase inhibition assay; higher % means a stronger effect; inhibition, % at 20 µM, or IC50 in µM where a hit was titrated; hit rate 0.39% among 310,000; in the data active = a potency from the dose series; inconclusive = inhibition mostly from about 32% at the one dose, without a potency; inactive = the rest, 99 in 100 with inhibition below about 32%; also: strong numbers were not always called active
PhoP inhibition – PhoP-dependent GFP reporter repression – Salmonella Typhimurium, primary screen (AID 1863); S. Typhimurium PhoP-regulated promoter GFP reporter, 4 h; higher % means a stronger effect; one-dose inhibition, % at 50 µM; IC50 in µM for titrated hits; hit rate 0.16% among 300,000;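 active = inhibition over 29.93%, a cutoff 3 SD above the screen mean, later confirmed by dose response; inconclusive = inhibition over 29.93% but no dose response follow-up; inactive = inhibition at most 29.93% or unconfirmed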;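 also: 0% = low Mg2+ inducing control and 100% = high Mg2+ repressing control; strong numbers were not always called active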
LYP phosphatase – inhibitors of LYP phosphatase, biochemical, fluorescence intensity, uHTS (AID 1779); recombinant LYP phosphatase, fluorescence intensity; higher % means a stronger effect; one-dose inhibition, % at 11.5 µM; IC50 in µM for titrated hits; hit rate 0.054% among 290,000; in the data active = inhibition above about 50%;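 also: plate controls were vehicle with enzyme for no effect and no enzyme for full effect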
CSM14.1 death rescue – rescue of cells from ER stress-induced death, primary screen, 384-well, CSM14.1, thapsigargin, ATP luminescence (AID 1222); CSM14.1 thapsigargin-induced death rescue, ATP luminescence; higher % means a stronger effect; one-dose cellular ATP content (survival), % at 20 µM; EC50 in µM for titrated hits; 190,000 tested, under 10 active;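 active = EC50 below 50 µM in the dose-response confirmation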;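 also: death triggered by thapsigargin at about 15 µM added after 2 h compound pretreatment; cell ATP read after overnight thapsigargin exposure of roughly 18 to 22 hours; normalized against plate controls of thapsigargin alone and 5% DMSO vehicle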
NS5 inhibitors pilot replicate – recorded beside NS5 inhibitors, whose call it bears; inhibition, %; measured here: pilot screen replicate inhibition
An asterisk follows results filed as active; u = inconclusive; x = not tested or not shown.

The first two entries, ahead of the listing:
SMILES | NS5 inhibitors | RSV antiviral HEp-2 | MgcRacGAP inhibition | GPR35 antagonists | West Nile antiviral | Large T inhibition | PhoP inhibition | LYP phosphatase | CSM14.1 death rescue | others
O=C(NCc1ccco1)C(c1cccnc1)N(C(=O)Cn1nnc2ccccc21)c1ccc(F)cc1 (stereo not drawn) | -7% | 1.4% | -5% | -2% | -0.5% | 16% | 2% | -7% | -1.5%
CCOC(=O)C1CSC(CC(=O)Nc2ccc(Cl)cc2)C(=O)N1 (stereo not drawn) | -3% | 0.1% | 5% | 4% | -0.5% | -9% | -8% | 1% | 1.0%

The list itself, previewed entries included:
SMILES | NS5 inhibitors | RSV antiviral HEp-2 | MgcRacGAP inhibition | GPR35 antagonists | West Nile antiviral | Large T inhibition | PhoP inhibition | LYP phosphatase | CSM14.1 death rescue | others
O=C(NCc1ccco1)C(c1cccnc1)N(C(=O)Cn1nnc2ccccc21)c1ccc(F)cc1 (stereo not drawn) | -7% | 1.4% | -5% | -2% | -0.5% | 16% | 2% | -7% | -1.5%
CCOC(=O)C1CSC(CC(=O)Nc2ccc(Cl)cc2)C(=O)N1 (stereo not drawn) | -3% | 0.1% | 5% | 4% | -0.5% | -9% | -8% | 1% | 1.0%
CCCSc1nsc(SCCC)c1C(N)=O | -5% | 0.8% | 2% | 3% | 0.4% | 6% | -1% | 0% | -1.7%
S=c1nc(-c2ccco2)[nH][nH]1 | -10% | x | 19% | -2% | 0.6% | 16% | -2% | -12% | -1.2%
CCOC(=O)C(Cc1ccc(O)cc1)NC(=O)CCc1c[nH]c2ccccc12 (stereo not drawn) | -4% | 0.5% | 6% | -9% | -0.4% | 23% | 0% | -6% | x
Cc1sc(NC(=O)C(C)C)c(C(=O)Nc2ccccc2)c1C | -3% | 0.1% | 16% | 3% | 0.1% | 4% | -3% | -11% | -1.4%
c1csc(-c2cnc3ccccc3n2)c1 | 4% | 2.2% | 4% | -9% | 1.3% | 0% | 1% | -3% | -1.5% | NS5 inhibitors pilot replicate=3.6
COC(=O)c1cc(C(=O)OCC(=O)Nc2cc(C)on2)cc([N+](=O)[O-])c1 | -8% | 2.1% | 9% | -19% | 0.1% | 3% | -2% | -8% | x
COc1ccccc1OCCCC(=O)Nc1ccc2c(c1)OCCO2 | -6% | 1.5% | -5% | -1% | 0.5% | 13% | 11% | -5% | x
COC(=O)c1sccc1NS(=O)(=O)c1ccccc1 | 2% | 2.3% | 6% | -4% | -0.2% | 14% | 0% | -8% | x
S=C(c1ccc(OCc2ccccc2)cc1)N1CCCC1 | -1% | 18% | 9% | -1% | -0.6% | 5% | 8% | -10% | x
COc1ccccc1CCNC(=O)C(=O)NCCC1CCCCN1S(=O)(=O)c1cccs1 (stereo not drawn) | -4% | 40% | 6% | x | x | 14% | -2% | x | x
CCOC(=O)N1CCN(C(=O)CN(c2cccc(C(F)(F)F)c2)S(C)(=O)=O)CC1 | 10% | 0.0% | 3% | -6% | -0.3% | 9% | 1% | -6% | -0.2%
O=C(c1ccc([N+](=O)[O-])c(CS(=O)(=O)c2ccc(Cl)cc2)c1)N1CCCC1 | 0% | 0.8% | 5% | 2% | -0.6% | 0% | -1% | 1% | -1.4%
CCN(CC)CCCNC(=O)c1ccc(C)c(NC(=O)C2=C(C)OCCS2)c1 | -10% | 0.6% | 6% | -4% | -0.4% | 9% | 7% | -7% | x
Cc1cccc(CN2CCN(c3ccccn3)CC2)c1 | 8% | 0.5% | 7% | x | -0.7% | x | x | x | x | NS5 inhibitors pilot replicate=4.1
COc1ccc([N+](=O)[O-])cc1N(CC(=O)NC1CCCCC1)S(C)(=O)=O | 1% | -1.0% | 0% | -5% | -0.3% | 8% | 9% | -2% | -0.3%
Cc1nc(C)c(C(=O)NCc2ccc(Cl)cc2)o1 | -5% | -1.3% | -1% | 2% | -0.4% | 3% | -9% | 5% | -0.9%
Cc1nn(C)c(-c2n[nH]c(=S)n2Cc2ccco2)c1Cl | -1% | 0.1% | 10% | -3% | 1.1% | 9% | 6% | 6% | -2.0%
Cc1nonc1OCCn1c([N+](=O)[O-])cnc1C | -13% | 0.2% | 5% | 2% | 0.4% | 12% | 10% | -8% | -0.1%
COc1cccc(C2=Nn3c(nnc3-c3ccccc3O)SC2)c1 | -7% | 0.4% | 4% | -7% | -0.3% | 15% | -1% | 1% | -0.2%
COc1ccc2[nH]c3c(N4CC(C)OC(C)C4)ncnc3c2c1 (stereo not drawn) | x | 5.6% | x | -5% | 0.5% | u | -6% | -4% | -0.1%
CC1CN(C(=O)COC(=O)c2ccc(NC(=O)CC#N)cc2)CC(C)O1 (stereo not drawn) | -2% | 1.8% | 4% | -15% | 0.7% | 9% | 1% | -8% | 0.0%
COc1ccc(NC(=O)C2C(c3ccccc3)C2(Cl)Cl)cc1 (stereo not drawn) | -6% | 40% | 4% | 8% | -0.4% | 6% | -10% | 0% | x
C=CCn1c(=O)c2ccccc2n2c(SC(C)C(=O)Nc3nc(-c4ccccc4)cs3)nnc12 (stereo not drawn) | -5% | 4.7% | 8% | -15% | 0.3% | 1% | 10% | -2% | -1.7%
The list continues:
SMILES | NS5 inhibitors | RSV antiviral HEp-2 | MgcRacGAP inhibition | GPR35 antagonists | West Nile antiviral | Large T inhibition | PhoP inhibition | LYP phosphatase | CSM14.1 death rescue | others
CO/N=C(/CNC(=O)c1cccc(Cl)c1)c1ccc(Cl)cc1 | -6% | 1.6% | 4% | -1% | x | 10% | 2% | -8% | -0.7%
Cc1ccc(C(=O)O/N=C2\CCCc3ccccc32)cc1 | -2% | 0.7% | 6% | 12% | -0.4% | 16% | 3% | 0% | -5.4% | NS5 inhibitors pilot replicate=2.1
Cc1c(N/C=C/C(=O)c2cccs2)c(=O)n(-c2ccccc2)n1C | 0% | 0.7% | 8% | 4% | 0.1% | 26% | -5% | 2% | -0.2%
CN(CCc1cn[nH]c1)Cc1nc(C(c2ccccc2)c2ccccc2)no1 | -1% | 2.4% | 2% | 16% | -0.4% | -4% | -4% | -6% | 2.8%
CC(C)CC(NC(=O)c1cccc(Cl)c1)C(=O)O (stereo not drawn) | 5% | -1.2% | -8% | 4% | 0.0% | 18% | 8% | -11% | 1.7%
CC(=O)c1cccc(-n2nnnc2SCC(=O)N2CCCC2)c1 | -4% | -0.3% | 16% | -2% | 0.3% | 12% | -2% | -3% | -1.4%
O=C(COC(=O)c1ccccc1)NCCC1=CCCCC1 | -4% | 2.5% | 7% | -5% | 0.8% | 0% | -9% | -9% | -0.7%
O=c1c2ccccc2nc(COc2ccccc2)n1/N=C/c1c[nH]c2ccccc12 | -1% | 3.7% | 10% | 1% | 0.6% | -2% | -5% | -3% | -3.3%
CCCCOC(=O)Nc1nnc(SCCOc2ccc(C)cc2)s1 | -7% | 1.5% | -3% | -3% | -0.7% | 15% | -11% | -3% | -1.5%
CN1C=CC=C/C1=C1/SC(=S)N(Cc2ccccc2)C1=O | -5% | 0.2% | 7% | 25% | -0.2% | 13% | 11% | 0% | -2.3%
O=C(COC(=O)CCc1nc2ccccc2c(=O)[nH]1)Nc1ccc(N2CCOCC2)cc1 | -5% | -0.3% | 15% | 2% | -0.2% | 33% | -7% | -8% | x
O=C(Nc1ccccc1Br)c1cc[n+]([O-])cc1 | -7% | 2.5% | 5% | 7% | -0.3% | 5% | 3% | -11% | x
CC1CN(C(=O)/C=C/c2ccccc2Cl)CC(C)O1 (stereo not drawn) | -5% | 1.3% | 13% | 0% | -0.7% | 14% | -5% | -7% | x | NS5 inhibitors pilot replicate=-2.7
COc1cc(OC)c(S(=O)(=O)NC(C)C)cc1S(=O)(=O)NC(C)C | x | 0.7% | 5% | 5% | -0.1% | 8% | -6% | -6% | 3.5%
COc1ccc(S(=O)(=O)N2CCN(CC(=O)Nc3ccccc3OC)CC2)cc1 | -3% | -0.7% | -10% | 5% | 1.0% | 3% | 0% | -7% | x
CCc1nc(SCc2ccc(OCC(C)C)cc2)n[nH]1 | -5% | 1.1% | 1% | -7% | -1.2% | 10% | 1% | -3% | x
Cc1nn(-c2ccccc2)c(C)c1/C=N/N1CCN(c2ccccc2)CC1 | -6% | 2.1% | 8% | -4% | -1.0% | 18% | -15% | 0% | 0.3%
COC(=O)C1CCN(c2ccc(C(N)=O)cc2[N+](=O)[O-])CC1 | -5% | 4.2% | 4% | 4% | -0.3% | 4% | -1% | 0% | -0.5%
COc1ccc2[nH]c3c(N4CCc5ccccc5C4)ncnc3c2c1 | -5% | -3.0% | 32% | -1% | 1.8% | 17% | x | -4% | x
Cc1sc2ncnc(OCc3nnc(-c4cccs4)o3)c2c1C | -5% | 1.2% | 6% | -10% | -1.1% | -10% | -5% | -5% | -2.6%
COc1ccc(C(=O)NCCc2ccccc2F)cc1OC1CCN(C(C)=O)CC1 | -4% | 2.2% | 5% | -2% | -0.1% | -7% | -5% | -11% | x
Cc1c(-c2ccccc2)c(P(=O)(N2CCOCC2)N2CCOCC2)c2ccccn12 | 7% | 4.4% | 3% | 0% | -1.1% | 1% | 9% | -16% | 1.1%
CCOC(=O)c1c(C)[nH]c(C)c1S(=O)(=O)N1CCN(c2ccc([N+](=O)[O-])cc2)CC1 | -1% | 0.7% | 5% | 4% | 0.0% | 5% | 1% | -8% | x
CCn1cc(CN2CCN(Cc3ccsc3)C(CCO)C2)cn1 (stereo not drawn) | -8% | -2.8% | 9% | 11% | 1.1% | 20% | 2% | -8% | -0.4%
CCNc1nc(NOC)nc(OCC#N)n1 | 1% | 1.3% | 2% | 6% | 0.1% | 2% | -6% | -1% | -2.2%
Next records follow:
SMILES | NS5 inhibitors | RSV antiviral HEp-2 | MgcRacGAP inhibition | GPR35 antagonists | West Nile antiviral | Large T inhibition | PhoP inhibition | LYP phosphatase | CSM14.1 death rescue | others
COc1cccc(N2CCN(C(=O)CCS(=O)(=O)c3ccc4c(c3)oc(=O)n4C)CC2)c1 | -5% | 0.9% | 10% | -6% | -0.3% | 19% | -5% | -2% | x
COc1cc(C)c(NC(=O)COc2ccc3c(c2)OCO3)cc1C | -4% | 1.1% | 8% | -3% | -1.3% | 5% | -3% | -7% | x
O=C1CCSc2ccc(Cl)cc2N1Cc1ccccc1 | -3% | 1.9% | 8% | -4% | 1.1% | -1% | 0% | -7% | -0.4%
N#C/C(=C\c1ccc(-c2ccccc2)cc1)c1nc(-c2ccco2)cs1 | 20% | 7.7% | 5% | 0% | -0.7% | 9% | -18% | 1% | 1.3%
Cc1[nH]n(-c2ccccc2)c(=O)c1N=Nc1c(Cl)cccc1Cl | -5% | 1.7% | -5% | 10% | -0.1% | 3% | 2% | -7% | x
CCC(C)[C@H](NC(=O)[C@@H]1CSC2c3ccccc3C(=O)N21)C(=O)NCc1ccco1 (stereo partly drawn) | 3% | 0.6% | 11% | -17% | 0.0% | 20% | -5% | -4% | x
